NLRP3 yeast inh = NALP3 inflammasome inhibitors in reconstituted yeast, primary screen, luminescence, uHTS; hit rate 0.39% among 330,000; inhibition, % at 10 µM; Yeast reconstituted NLRP3/ASC/caspase-1, beta-gal luminescence, 24 h; AID 2825, 2010;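 active = inhibition of 50% or more; inactive = inhibition below 50%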;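 also: plate controls were induced DMSO wells for no effect and uninduced yeast grown without galactose for full effect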
SENP8 block-1 = SENP8 protease inhibitors, primary screen, biochemical, luminescence. inhibition, % at 10 µM. AID 2540, 2010. hit rate 1.2% among 330,000. purified SENP8, Z-RLRGG-aminoluciferin cleavage. Sentrin-specific protease 8 (Homo sapiens), Q96LD8; in the data active = inhibition above about 50%
SENP7 inh = SENP7 protease inhibitors, primary screen, biochemical, luminescence, uHTS | recombinant SENP7, Z-RLRGG-aminoluciferin luminescence, 40 min | hit rate 1.5% among 330,000 | inhibition, % at 5 µM;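 active = inhibition above about 50% at the single test dose, limit read from the data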;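 also: plate controls were DMSO with enzyme for no effect and no enzyme buffer wells for full effect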
SENP6 inh = SENP6 protease inhibitors, primary screen, biochemical, luminescence, uHTS. inhibition, % at 10 µM. AID 2599, 2010. Sentrin-specific protease 6 (Homo sapiens), Q9GZR1. Recombinant SENP6 catalytic domain, aminoluciferin luminescence. hit rate 1.8% among 330,000;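 active = inhibition above about 50% at the single tested dose, limit read from the data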;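 also: plate controls were DMSO wells with enzyme for no effect and DMSO wells lacking enzyme for full effect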
SENP1 FRET inh = human SENP1 catalytic domain inhibitors, primary screen, biochemical, FRET, uHTS. recombinant SENP1 catalytic domain, CyPet-SUMO1-YPet FRET cleavage. inhibition, % at 10 µM. hit rate 0.21% among 360,000. AID 624204, 2012;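 active = inhibition at least 30% at 10 µM, raw YFP signal under a set limit, fluorescence ratio 0.5 to 1.5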;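 also: 0% = enzyme with DMSO and 100% = no enzyme wells; some results filed as inactive read as strong as hits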
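Material: hSENP1 catalytic domain, recombinant; medium: Tris pH 8 with BME, BSA, NP40 and catalase; compound: single concentration of 10 µM compound, 0.5% DMSO final; technique: FRET read of cyan and yellow fluorescence; timing: 50 min enzyme reaction, room temperature, light-protected; reagent: SFCypet-SUMO1-SFYpet substrate at 25 nM; control set: no-enzyme low, enzyme-DMSO high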
SENP8 block-2 = human SENP8 protease inhibitors, primary screen, biochemical, fluorescence, Nedd8 protein substrate, uHTS. Sentrin-specific protease 8 (Homo sapiens), Q96LD8. recombinant SENP8. inhibition, % at 20 µM. hit rate 0.64% among 360,000. AID 602440, 2012; in the data active = inhibition mostly above about 40%, no sharp cut-off; inactive = mostly below about 27%
HKDC1 inhibitor = HKDC1 hexokinase inhibitors, primary screen, biochemical, fluorescence, uHTS | recombinant HKDC1, G6PDH/diaphorase resazurin coupled fluorescence | Q2TB90 | AID 493160, 2011 | inhibition, % at 20 µM | hit rate 0.16% among 340,000;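 active = inhibition above about 35% when tested at 20 µM, limit read from the data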;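 also: plate controls were DMSO wells with enzyme for no effect and DMSO wells lacking enzyme for full effect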
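System: Recombinant HKDC1 hexokinase | Amount: HKDC1 at 5 µg/mL | Reagent: Glucose with 1 mM ATP | Doses: Single 20 µM dose | Incubation: Reaction time 90 min, room temperature, protected from light | Signal: Coupled resazurin fluorescence, excitation 525 nm, emission 613 nm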
PfG6PD inh = PfG6PD enzyme inhibitors, primary screen, biochemical, fluorescence intensity, uHTS | glucose-6-phosphate dehydrogenase-6-phosphogluconolactonase (Plasmodium falciparum 3D7) | PfGluPho enzyme, NADPH resazurin-diaphorase fluorescence | inhibition, % at 20 µM | hit rate 0.78% among 350,000;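 active = inhibition reaching at least a set limit at 20 µM in the primary screen, cut at about 59% in these data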;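 also: 0% = DMSO wells with substrate and 100% = DMSO wells lacking glucose-6-phosphate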
Apaf-1 inh = inhibitors of human Apaf-1 apoptosome, primary screen, biochemical, DEVD-Rh110 fluorescence, uHTS; Apoptotic protease-activating factor 1 (Homo sapiens), O14727; reconstituted apoptosome caspase-3 activity; inhibition, % at 20 µM; hit rate 0.71% among 330,000; AID 489030, 2010; active = inhibition of at least 40% at 20 µM;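 also: plate controls were DMSO wells for no effect and DEVD-CHO caspase inhibitor wells for full effect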
Target sequence (O14727 whole entry, looked up): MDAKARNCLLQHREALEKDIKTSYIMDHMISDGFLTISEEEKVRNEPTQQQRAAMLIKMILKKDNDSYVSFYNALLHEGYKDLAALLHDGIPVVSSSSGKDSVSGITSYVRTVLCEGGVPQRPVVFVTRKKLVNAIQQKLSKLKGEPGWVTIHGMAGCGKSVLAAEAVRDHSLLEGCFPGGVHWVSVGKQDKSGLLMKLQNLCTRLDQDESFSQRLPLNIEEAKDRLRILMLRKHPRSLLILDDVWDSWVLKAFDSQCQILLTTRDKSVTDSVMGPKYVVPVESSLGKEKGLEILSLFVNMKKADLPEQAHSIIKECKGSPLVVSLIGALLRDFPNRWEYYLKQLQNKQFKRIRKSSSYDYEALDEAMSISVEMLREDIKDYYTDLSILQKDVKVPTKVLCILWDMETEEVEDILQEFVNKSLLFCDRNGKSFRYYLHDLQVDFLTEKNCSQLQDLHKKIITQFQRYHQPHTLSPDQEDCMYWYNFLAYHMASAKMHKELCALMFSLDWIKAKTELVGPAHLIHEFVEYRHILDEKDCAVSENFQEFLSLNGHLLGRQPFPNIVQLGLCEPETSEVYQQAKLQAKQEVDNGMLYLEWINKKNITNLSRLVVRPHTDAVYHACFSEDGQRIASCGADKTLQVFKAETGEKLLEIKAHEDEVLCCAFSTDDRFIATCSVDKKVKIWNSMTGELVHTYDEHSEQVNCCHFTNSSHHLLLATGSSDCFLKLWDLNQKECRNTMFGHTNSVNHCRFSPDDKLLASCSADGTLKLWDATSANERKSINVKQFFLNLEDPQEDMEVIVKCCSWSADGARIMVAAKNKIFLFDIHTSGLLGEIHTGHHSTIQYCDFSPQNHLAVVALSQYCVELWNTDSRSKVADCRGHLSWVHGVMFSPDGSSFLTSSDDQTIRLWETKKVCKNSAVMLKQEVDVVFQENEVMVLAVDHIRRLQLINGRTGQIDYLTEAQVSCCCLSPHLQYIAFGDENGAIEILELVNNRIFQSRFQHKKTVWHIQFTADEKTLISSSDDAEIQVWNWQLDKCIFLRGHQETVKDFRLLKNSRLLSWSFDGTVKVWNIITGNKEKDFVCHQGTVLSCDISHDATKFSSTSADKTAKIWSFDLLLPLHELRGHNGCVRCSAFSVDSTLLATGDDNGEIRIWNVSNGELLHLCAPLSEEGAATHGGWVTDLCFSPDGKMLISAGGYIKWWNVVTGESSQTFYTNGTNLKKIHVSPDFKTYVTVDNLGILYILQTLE
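Material: reconstituted apoptosome with Apaf-1, cytochrome c, caspase-9, procaspase-3, dATP. Technique: Rh110 fluorescence intensity. Buffer or medium: pH 7.5 Hepes buffer with CHAPS, BSA, DTT. Times: 30 min plus 50 min, RT.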
Numbers without * were called inactive; / = not tested or not shown.

Structure	SENP8 block-1	PfG6PD inh	HKDC1 inhibitor	Apaf-1 inh	SENP8 block-2	SENP6 inh	SENP1 FRET inh	SENP7 inh	NLRP3 yeast inh
O=C(CN1CCN(c2ccc(F)cc2)CC1)N1CCOCC1	-4	-9	-5	-5	22	7	1	5	-1
C/C(=N\NC(=O)Cc1ccc(O)cc1)c1cccnc1	1	-9	-1	4	11	0	4	1	19
CS(=O)(=O)N(CCc1ccccc1)CC(=O)N1CCCC1	3	6	-4	-6	19	-13	0	-1	-2
Cc1cc(C)c(S(=O)(=O)N2CCCCC2C(=O)O)c(C)c1 (stereo not given)	2	24	-5	-2	6	9	0	-2	0
CC(=O)Nc1ccc(S(=O)(=O)Nc2ccc(Nc3ccccc3)cc2)cc1	34	-1	-2	0	17	-3	0	9	8
CC1CN(c2nc3ccccn3c(=O)c2/C=C(\C#N)C(=O)N2CCOCC2)CC(C)O1 (stereo not given)	1	7	-2	-20	3	6	0	0	18
O=C(CNS(=O)(=O)c1cccs1)N1CCc2ccccc2C1	-6	1	-1	6	20	-19	-2	6	16
CC(=O)C[C@H]1c2cc(C(F)(F)F)ccc2S(=O)(=O)N1C1CCCCC1	6	-2	-1	12	-2	-1	-4	-2	22
COc1ccc(N2CC(C(=O)N/N=C/c3ccc(C)cc3)CC2=O)cc1 (stereo not given)	0	-3	8	-10	8	-1	1	7	5
Cc1ccc(Oc2cc(NC(=O)CCCn3nc(C)c([N+](=O)[O-])c3C)cc([N+](=O)[O-])c2)cc1	-6	23	-13	30	18	-16	1	11	13
Cc1ccc(N(C(=O)CNC(=O)c2ccco2)C(C(=O)NC2CCCCC2)c2cccnc2)c(C)c1 (stereo not given)	-1	-2	-8	12	5	-13	1	-3	4
CC(On1nnc2ccccc21)C(=O)N1CCN(Cc2ccccc2)CC1 (stereo not given)	6	1	-6	4	-1	-11	-1	-1	11
S=C(NCCCN1CCOCC1)Nc1cccc(Cl)c1	0	-12	-4	-10	22	13	1	4	1
CC1(NC(=O)Nc2cccc3ccccc23)CCS(=O)(=O)C1 (stereo not given)	-3	-23	1	-5	-50	-2	1	-11	14
CSc1ncccc1C(=O)OCC(=O)N1CCOCC1	-1	-11	-9	-10	6	-14	1	7	-8
O=C(COc1ncnc2ccccc12)NCc1ccc2c(c1)OCO2	-2	-4	-7	3	2	-8	3	3	4
CCc1cccc(NC(=O)c2ccc(CNc3c(N4CCCC4)c(=O)c3=O)cc2)c1	-5	7	-5	-10	11	4	0	8	-3
CCOc1ccccc1C(=O)NCC(=O)N(C)Cc1cccnc1	4	-8	-4	14	18	-3	0	3	18
CCOCCCNC(=O)Cn1nc(-c2ccccc2)ccc1=O	-7	17	-9	1	-2	-22	2	13	20
COc1ccc(OC)c(-c2nnc3n2N=C(c2ccc(OC)c(OC4CCCC4)c2)CS3)c1	5	35	-5	38	1	0	2	3	16
COc1cc(CC(=O)NC(c2ccccc2)c2ccccc2)cc(OC)c1OC	-3	-1	-7	11	8	18	1	7	24
COCCn1c(N)c(N(Cc2ccccc2)C(=O)CN2C(=O)NC(C)(c3ccccc3)C2=O)c(=O)[nH]c1=O (stereo not given)	-2	1	-6	1	8	-18	0	-6	10
N#Cc1nc(N2CCCC2)nc(N2CCCC2)n1	5	3	1	0	18	4	2	-3	12
COc1ccc(C(=O)NNC(=O)CSc2nnc(C)n2CC2CCCO2)cc1 (stereo not given)	3	8	-8	-6	11	0	3	9	4
CCOc1ccc(NC(=O)C(C)Sc2nnnn2C)cc1 (stereo not given)	-4	-11	-8	-11	12	3	2	4	15
CCOc1ccccc1N1CCN(CC(=O)NCCc2ccc(S(N)(=O)=O)cc2)CC1	-1	-5	-1	-8	10	4	2	3	8
O=C1CC(C(=O)N2CCCc3ccccc32)CN1c1ccc(Cl)cc1 (stereo not given)	-7	0	-3	15	5	6	-1	-6	15
COc1cc(C2c3cc4c(cc3OC(Nc3ccc(C(=O)O)cc3)C2C)OCO4)cc(OC)c1OC (stereo not given)	/	-11	0	/	4	/	2	/	/
CCOc1ccc(CCNC(=O)C(CC)n2nc(C)n3c(cc4sccc43)c2=O)cc1OCC (stereo not given)	-5	-9	-15	1	6	-10	1	-5	10
CCOC(=O)C1CCCN(CCC(=O)Nc2ccc(F)c(F)c2)C1 (stereo not given)	2	13	-7	-27	3	-7	-4	6	19

4 compounds drawn at random from the list so far, as already listed:
Structure	SENP8 block-1	PfG6PD inh	HKDC1 inhibitor	Apaf-1 inh	SENP8 block-2	SENP6 inh	SENP1 FRET inh	SENP7 inh	NLRP3 yeast inh
CCOc1ccc(NC(=O)C(C)Sc2nnnn2C)cc1 (stereo not given)	-4	-11	-8	-11	12	3	2	4	15
O=C(CN1CCN(c2ccc(F)cc2)CC1)N1CCOCC1	-4	-9	-5	-5	22	7	1	5	-1
COc1ccc(N2CC(C(=O)N/N=C/c3ccc(C)cc3)CC2=O)cc1 (stereo not given)	0	-3	8	-10	8	-1	1	7	5
CC(On1nnc2ccccc21)C(=O)N1CCN(Cc2ccccc2)CC1 (stereo not given)	6	1	-6	4	-1	-11	-1	-1	11

Only PfG6PD inh and SENP6 inh, for some of the entries so far:
| Structure | PfG6PD inh | SENP6 inh |
| --- | --- | --- |
| CS(=O)(=O)N(CCc1ccccc1)CC(=O)N1CCCC1 | 6 | -13 |
| Cc1cc(C)c(S(=O)(=O)N2CCCCC2C(=O)O)c(C)c1 (stereo not given) | 24 | 9 |
| CC(=O)Nc1ccc(S(=O)(=O)Nc2ccc(Nc3ccccc3)cc2)cc1 | -1 | -3 |

Next results
Structure	SENP8 block-1	PfG6PD inh	HKDC1 inhibitor	Apaf-1 inh	SENP8 block-2	SENP6 inh	SENP1 FRET inh	SENP7 inh	NLRP3 yeast inh
COc1ccc(C2(CNC(=O)c3ccc(N)cc3)CCCC2)cc1	4	3	4	-1	5	24	0	-5	9
CCN(CC)c1ccc(NC(=O)CSc2nnc3nc(C)cc(C)n23)cc1	4	44	-7	-7	13	-9	1	5	10
O=C(Nc1nnc(Cc2ccccc2)s1)C1CCN(C(=O)c2ccco2)CC1	2	32	-6	14	11	-14	0	1	10
Cc1ccc(CNC(=O)C(=O)NCC2OCCCN2S(=O)(=O)c2cccs2)cc1 (stereo not given)	-5	8	-5	-2	8	-28	0	-7	16
CCOc1ccc(S(=O)(=O)N(CC(N)=O)c2ccc(C)cc2)cc1	-11	3	-5	8	8	-1	1	-3	-7
COc1ccc(NC(=O)C2CCCN2C(=O)Nc2cccc(F)c2)cc1 (stereo not given)	4	1	-9	-31	33	-23	4	3	10
CS(=O)(=O)NN1C(=O)c2ccccc2NC1c1ccccc1O (stereo not given)	-3	-15	-10	-64	-406	-10	-4	2	-9
CC(C)c1nc(=S)n(-c2ccccc2)[nH]1	-1	38	4	6	31	-11	5	-6	18
CCOc1ccc(N2CC(C(=O)NC3=NCCS3)CC2=O)cc1 (stereo not given)	-2	-2	-10	-3	8	-40	0	4	9
O=C(Nc1ccc(-c2nc3ccccc3[nH]2)cc1)c1ccc(N2C(=O)CCC2=O)cc1	-4	-12	-2	-16	-147	20	-13	-7	5
COc1ccc(/C=C2\CN(Cc3ccccc3)C/C(=C\c3ccc(OC)cc3OC)C2=O)c(OC)c1	-1	-8	9	21	28	1	-20	-6	5
CC(C)(Oc1ccc(Cl)cc1)C(=O)Nc1ncccn1	5	-8	-1	2	6	4	3	-5	4
CCn1c(C)nc2c1C(=O)c1ccccc1C2=O	0	-13	14	20	53*	-11	11	7	30
CC(=O)[C@@]1(O)CC[C@H]2[C@@H]3CCC4=CC(=O)CC[C@]4(C)[C@H]3[C@@H](O)C[C@@]21C	3	5	-9	-13	4	5	0	1	6
Cc1c(C(=O)OCC(=O)N2CC(=O)Nc3ccccc32)oc2ccccc12	1	0	0	10	22	13	1	18	-12
COc1ccccc1-n1cnc2sc(-c3ccccc3)cc2c1=O	-24	10	3	-1	-82	-32	-4	6	12
Cc1ccc(NC(=O)C(c2ccccc2)N2CCN(CC(=O)N3CCOCC3)CC2)cc1Cl (stereo not given)	2	-22	1	-13	10	9	0	6	19
Cc1nnsc1C(=O)N/N=C/c1c(F)cccc1Cl	-1	-3	2	-4	13	-14	3	4	2
O=C(NCCN1CCCCCC1)C1CC(=O)N(CCc2ccccc2)C1 (stereo not given)	10	-9	-2	11	24	-12	-2	7	-6
COc1ccc(CCNC(=O)Cn2ccc3cc(S(=O)(=O)N4CCCC4)ccc32)cc1OC	5	-11	-4	-8	0	21	0	-10	-4
Cc1ccc(/C=N/NC(=O)C(C)Oc2ccccc2[N+](=O)[O-])s1 (stereo not given)	4	-6	-5	1	21	13	13	-3	0
CCn1c(C)[n+](CCOCC[n+]2c(C)n(CC)c3cc(Cl)c(Cl)cc32)c2cc(Cl)c(Cl)cc21	-5	23	8	3	18	-18	1	5	8
Cc1onc(C(=O)NN)c1C(=O)N1CCN(C(c2ccccc2)c2ccccc2)CC1	2	-3	-13	7	13	15	1	6	11
CNS(=O)(=O)c1cnccc1N1CCN(C)CC1	-9	5	-5	6	15	5	0	-8	-6
O=C(CCC(=O)NNC(=O)COc1ccc(Br)cc1Br)NCc1ccccc1	0	-16	-4	-3	14	-2	4	-9	22
COc1ccccc1C1=NNC(=NCc2ccccc2)SC1	-4	31	-5	12	-3	-16	11	4	20
CCN(CC)S(=O)(=O)c1ccc(N/N=C(\C)c2ccc(OC)cc2O)nc1	4	53	31	-10	-31	16	-1	0	13
O=[N+]([O-])c1ccc(C(=S)N2CCC(Cc3ccccc3)CC2)cc1	9	4	-6	11	21	-6	3	3	19
O=C(CBr)N1CCc2ccccc2C(c2ccccc2)C1 (stereo not given)	4	31	-4	-24	11	-1	-1	4	12
C/C(=N\NC(=O)CNC(=O)c1ccncc1)c1ccc(C)cc1	-3	-10	-4	10	12	-16	1	-5	-1
COc1ccccc1NC(=O)c1ccc(NC(=O)c2nc3nccc(C)n3n2)cc1	-13	7	-2	-4	-3	-11	4	2	9
